FBW7 act – FBW7 E3 ligase activators, primary screen, biochemical, AlphaScreen, human | AID 1259310, 2017 | AlphaScreen FBW7–phospho-cyclin E peptide binding, activator screen | 0.13% of 650,000 active | normalized activity (activation), % at 26.1 µM | F-box/WD repeat-containing protein 7 (Homo sapiens), Q969H0; in the data active means normalized activity above about 1.9%;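 further: purified mutant Fbw7 with reduced substrate affinity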
Target sequence (Q969H0 whole entry, looked up): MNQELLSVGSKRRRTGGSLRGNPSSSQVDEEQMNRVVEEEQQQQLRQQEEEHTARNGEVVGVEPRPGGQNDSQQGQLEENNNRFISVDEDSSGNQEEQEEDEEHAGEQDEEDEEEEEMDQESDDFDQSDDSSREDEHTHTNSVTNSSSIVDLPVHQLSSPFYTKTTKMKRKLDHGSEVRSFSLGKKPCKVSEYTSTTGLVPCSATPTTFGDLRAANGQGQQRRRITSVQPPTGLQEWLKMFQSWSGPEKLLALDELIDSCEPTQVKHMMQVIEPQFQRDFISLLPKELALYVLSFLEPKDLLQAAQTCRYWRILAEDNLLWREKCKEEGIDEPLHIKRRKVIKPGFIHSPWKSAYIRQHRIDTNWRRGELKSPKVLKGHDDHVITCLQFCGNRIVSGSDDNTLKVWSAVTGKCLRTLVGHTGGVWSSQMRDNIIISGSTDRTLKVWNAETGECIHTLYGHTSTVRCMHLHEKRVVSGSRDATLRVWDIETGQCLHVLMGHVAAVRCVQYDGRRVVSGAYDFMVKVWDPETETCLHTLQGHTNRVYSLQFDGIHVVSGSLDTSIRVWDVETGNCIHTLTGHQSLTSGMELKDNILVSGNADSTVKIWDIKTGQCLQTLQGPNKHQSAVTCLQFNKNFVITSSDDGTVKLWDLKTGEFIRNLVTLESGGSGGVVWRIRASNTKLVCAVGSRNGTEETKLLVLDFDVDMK
MITF primary – MITF inhibitors, primary screen, biochemical, AlphaScreen, human; AlphaScreen MITF homodimerization, bead proximity signal; AID 1259374, 2018; inhibition, % at 2.6 µM; 0.91% of 650,000 active; in the data active means inhibition above about 50%;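 further: 0% = vehicle wells with protein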
GPR151 ag – activators of human GPR151, primary screen, cell-based, PathHunter beta-arrestin, luminescence; G-protein coupled receptor 151 (Homo sapiens), Q8TDV0; PathHunter beta-arrestin GPR151 cells; activation, % at 11.2 µM; 1% of 650,000 active; AID 1508602, 2020; in the data active means activation above about 4.9%;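 further: 0% = median of compound wells and 100% = cells with positive control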
Target sequence (Q8TDV0 whole entry, looked up): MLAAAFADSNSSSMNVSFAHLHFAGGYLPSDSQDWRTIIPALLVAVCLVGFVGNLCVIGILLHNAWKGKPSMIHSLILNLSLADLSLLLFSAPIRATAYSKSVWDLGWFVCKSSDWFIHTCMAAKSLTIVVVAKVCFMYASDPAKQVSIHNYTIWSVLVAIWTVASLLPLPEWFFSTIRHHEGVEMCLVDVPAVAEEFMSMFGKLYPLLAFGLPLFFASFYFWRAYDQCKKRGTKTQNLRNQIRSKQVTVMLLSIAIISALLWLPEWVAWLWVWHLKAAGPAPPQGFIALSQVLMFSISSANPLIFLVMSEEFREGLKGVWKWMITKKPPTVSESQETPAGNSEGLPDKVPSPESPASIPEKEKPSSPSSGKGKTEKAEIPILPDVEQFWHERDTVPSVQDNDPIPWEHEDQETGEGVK
TEAD-YAP inh – TEAD-YAP interaction inhibition, primary screen, TEAD-YAP interaction inhibitor project, luminescence, HEK-TIYL cells | TEAD-Gal4/YAP UAS-luciferase luminescence | inhibition, % at 9.12 µM | 1.4% of 640,000 active | AID 1259422, 2018; in the data active means inhibition above about 32%;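 further: 0% = median of test compound wells and 100% = reference inhibitor wells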
* hit, by the source's call.

| mol | MITF primary | FBW7 act | TEAD-YAP inh | GPR151 ag |
| --- | --- | --- | --- | --- |
| CCc1nnc(-c2cc3ccccc3n2CC(=O)NC)o1 | 4.3 | -0.1 | -10.6 | 0.1 |
| NS(=O)(=O)c1ccc(CCNC(=O)c2ccc3c(=O)n(CC4CCCO4)c(=S)[nH]c3c2)cc1 (configuration not stated) | -14.3 | -0.1 | -7.8 | -0.1 |
| O=c1c2sc(=S)n(Cc3ccco3)c2nc(SCc2ccc(Cl)cc2)n1-c1ccccc1 | 3.3 | -0.1 | 6.6 | -1.8 |
| O=C(CNC1CCCC1)NCc1ccc2c(c1)OCO2 | 45.3 | 0.0 | -2.5 | -0.3 |
| COC(=O)C1C(c2ccc(Br)cc2)c2c([nH][nH]c2=O)CC1(C)O (configuration not stated) | -6.5 | 0.1 | 0.4 | 1.1 |
| Cc1ccc(N2C(=O)CSC2c2ccccc2C(F)(F)F)cc1C (configuration not stated) | -1.5 | -0.2 | 4.0 | -0.3 |
| CC(C)C(=O)NCCc1nc2ccccc2n1CCCOc1ccccc1 | -2.9 | -0.1 | 2.2 | 0.5 |
| Cc1ccc2[nH]c(=O)cc(O)c2c1 | 1.5 | 0.1 | -5.6 | -2.0 |
| COc1ccc(CC2S/C(=N\N=C/c3cccs3)NC2=O)cc1 (configuration not stated) | 15.4 | 0.5 | 9.4 | -1.0 |
| Cc1ccc2c(CN3CCN(Cc4ccc5c(c4)OCO5)CC3)cc(=O)oc2c1 | 4.1 | 0.1 | -1.9 | 0.2 |
| COc1ccc(C(=O)Nc2cccc3c(NC(=O)c4ccc(OC)cc4)cccc23)cc1 | -2.6 | -0.1 | -7.2 | -0.5 |
| O=C(NCCc1c[nH]c2ccccc12)c1n[nH]c2ccccc12 | 6.6 | 0.1 | -7.5 | 1.5 |
| CC(C)OCCCNC(=O)Cn1ncc2c1-c1ccccc1OC2 | -1.0 | -0.1 | -5.5 | 1.2 |
| COc1ccc(CC(=O)Nc2cc3c4c(c2)C(C)C(=O)N4CCC3)cc1 (configuration not stated) | 13.7 | 0.1 | 4.3 | -1.9 |
| CSc1cccc(NC(=O)C2C3C=CC4(O3)C2C(=O)N(CCC(C)C)C4C(=O)NC2CCCCC2)c1 (configuration not stated) | 7.0 | -0.1 | 11.8 | 0.2 |
| NNC(=O)C1COc2ccccc2O1 (configuration not stated) | 11.7 | 0.3 | -4.5 | -2.4 |
| O=C(NC(Cc1c[nH]c2ccccc12)C(=O)O)/C(=C\c1ccc(F)cc1)NC(=O)c1ccccc1 (configuration not stated) | 10.3 | 0.1 | 2.5 | 0.9 |
| O=C(c1csc(-n2cccc2)n1)N1CCc2ccccc21 | 21.8 | 0.6 | -2.8 | -4.7 |
| O=C1CC(Sc2ncccc2C(=O)O)C(=O)N1 (configuration not stated) | -18.4 | -0.1 | -3.8 | -0.4 |
| COc1ccc(NC(=O)c2cc(-c3ccco3)on2)c(OC)c1 | -1.3 | -0.2 | -6.4 | 1.1 |
| Cc1ccc(C(=O)COC(=O)c2cc(-c3ccc(Cl)cc3)nc3c(C)cccc23)cc1[N+](=O)[O-] | 18.1 | 0.4 | 6.4 | -0.2 |
| COc1ccc(OC)c(/C=C/C(=O)OCC(=O)c2cc(C)n(CC3CCCO3)c2C)c1 (configuration not stated) | 11.7 | 0.1 | -2.2 | -3.0 |
| O=C(NCC1OCCc2ccccc21)C(=O)Nc1ccccn1 (configuration not stated) | 13.9 | 0.1 | -23.0 | 0.7 |
| CCOC(=O)c1ccc2nc(C)cc(Nc3ccc(C(=O)O)cc3)c2c1 | 7.3 | -0.1 | 8.5 | 0.9 |
| O=CN1CCN(C(=O)C2CC(Cc3ccccc3)=NO2)CC1 (configuration not stated) | 6.0 | 0.0 | -9.7 | 2.8 |
| N[C@H](Cc1cccc(F)c1)c1nc2ccc(-c3ccnc(F)c3)cc2[nH]1 | 4.9 | 1.8 | -3.7 | -0.1 |
| Cc1ccccc1C(=O)Nc1c2c(nn1C(C)(C)C)CSC2 | 17.1 | 0.2 | 6.9 | -0.1 |
| CCOC(=O)N/N=C/c1cc(Br)c(O)c(OC)c1 | 8.3 | 0.1 | -1.1 | -0.3 |
| Cc1ccc(/C=C/C2=NC(=C/c3ccc([N+](=O)[O-])cc3)/C(=O)O2)cc1 | 6.8 | 0.1 | 1.2 | 0.3 |
| Cc1ccc2c(c1)cc(CN(Cc1nnnn1C1CCCC1)C1CCCCC1)c1nnnn12 | 10.6 | 0.1 | 4.3 | -0.9 |
| NCCNCCCCSc1ccc(Cl)cc1 | 36.8 | 0.2 | 14.5 | -1.1 |
| CCCC1(C(=O)OC)NC(c2ccco2)C2C(=O)N(c3ccc(C)cc3)C(=O)C21 (configuration not stated) | -5.3 | -0.2 | 3.0 | -2.4 |
| COc1cccc(-c2nc(Cc3ccc([N+](=O)[O-])cc3)no2)c1 | 8.6 | -0.2 | -1.9 | 0.2 |
| O=C(Nc1cccc2nsnc12)c1cc2ccccc2o1 | -12.2 | 0.1 | -0.2 | 1.7 |
| O=C(ON=C1CCN(Cc2ccccc2)CC1)c1ccccc1 | 8.6 | 0.9 | 12.1 | -1.2 |
| CC(=O)Oc1ccc(C2Nc3ccccc3S(=O)(=O)N2Cc2ccccc2)cc1 (configuration not stated) | 4.1 | -0.2 | 8.0 | -0.4 |
| CCc1cc(N2CCCC(O)C2)n2nc3nc(C)cc(C)c3c2n1 (configuration not stated) | 5.4 | 0.0 | -0.9 | 0.2 |
| c1ccc(-c2noc(-c3ccncc3)n2)nc1 | 10.8 | 0.5 | 1.1 | -8.9 |
| CCOc1ccc(-n2c(CNC(=O)c3ccccc3F)nnc2SCC(=O)N2N=C(c3cccs3)CC2c2ccc(OC)cc2)cc1 (configuration not stated) | -3.2 | 0.0 | -0.8 | 0.5 |
| COC(CNC(=O)c1ccc(CNS(=O)(=O)c2ccc(Br)cc2)cc1)OC | -2.1 | 0.0 | -0.5 | -0.1 |
| O=C(CCC1CCCC1)Nc1c2c(nn1-c1cccc(Cl)c1)CS(=O)C2 (configuration not stated) | -3.7 | -0.1 | 3.1 | 0.6 |
| O=C(CN1C(=O)CC(c2ccco2)Sc2ccccc21)c1ccccc1 (configuration not stated) | -2.9 | -0.2 | -10.0 | -1.5 |
| O=C(O)c1cccc2c1NC(c1cccc(Br)c1)C1CC=CC21 (configuration not stated) | 23.7 | 0.0 | 8.2 | 1.2 |
| CC(C)(C)C(=O)C[n+]1cccc(/C=N/O)c1 | 3.6 | 0.0 | 9.8 | 0.7 |
| Cc1cc(C)cc(C(=O)Nc2cc(=O)n(C)c(=O)n2C)c1 | -6.4 | 0.0 | -2.5 | -0.6 |
| CC(=O)c1c(C)oc2ccc(NS(=O)(=O)c3ccc(Br)cc3)cc12 | 8.3 | 0.2 | 9.8 | -0.3 |
| O=C(Nc1ccc(Cl)cc1)N(Cc1ccco1)C1CCS(=O)(=O)C1 (configuration not stated) | 5.9 | -0.1 | -3.1 | -0.6 |
| CCOc1ccc(S(=O)(=O)Nc2cc(Cl)c3oc4c(c3c2)C(=O)CCC4)cc1 | -5.2 | 0.1 | 0.7 | -0.2 |
| Cc1cc2c(cc1C)NC(c1ccc(F)cc1)C1=C(CC(C)(C)CC1=O)N2 (configuration not stated) | 6.8 | -0.1 | 2.3 | 0.4 |
| Cc1ccc2nc3[nH]c4ccccc4c3nc2c1 | 11.3 | 0.1 | 35.0* | -4.6 |
| Cc1cc(C)cc(OCC(=O)NCCc2ccccc2)c1 | 17.0 | 0.6 | 0.2 | -1.7 |
| CCOCCCNCC(=O)Nc1ccccc1F | 27.4 | 0.3 | 0.9 | -0.2 |
| CC(=O)Nc1ccc(NC2=C(N3CCCC3)C(=O)c3ccccc3C2=O)cc1 | 2.5 | -0.1 | -2.2 | -0.7 |
| O=C(NCC1CCCN(C(=O)C2CCCC2)C1)c1ccc(F)cc1 (configuration not stated) | -9.2 | 0.2 | 5.3 | 7.3* |
| CC(C)CCNc1c(-c2ccc(Cl)cc2)c(=O)c1=O | -11.1 | 0.1 | 1.0 | 0.1 |
| N#CC1=C(N)Oc2n[nH]c(-c3ccncc3)c2C1c1cn[nH]c1-c1ccc(F)cc1 (configuration not stated) | -5.3 | -0.2 | -0.8 | -1.8 |
| Cc1cc(OCC(=O)N(C)c2ccccc2)ccc1Br | 4.8 | 0.6 | -21.5 | 0.5 |
| Cc1ccc(S(=O)(=O)N(CC(=O)N2CCN(C(c3ccccc3)c3ccccc3)CC2)C2CCCCC2)cc1 | -6.8 | -0.1 | -2.7 | 1.2 |
| CC1CCCCC1NS(=O)(=O)c1cc(C(=O)Nc2cccc(Cl)c2)ccc1F (configuration not stated) | 2.5 | -0.1 | -3.2 | 2.2 |
| CN(C)S(=O)(=O)c1ccc(NC(=O)CSc2nnc3c(n2)[nH]c2ccccc23)cc1 | 8.3 | 0.1 | -0.4 | 0.8 |

Of the compounds above, 6 have an aryl thioether with sulfur outside any ring.
| mol | MITF primary | FBW7 act | TEAD-YAP inh | GPR151 ag |
| --- | --- | --- | --- | --- |
| O=c1c2sc(=S)n(Cc3ccco3)c2nc(SCc2ccc(Cl)cc2)n1-c1ccccc1 | 3.3 | -0.1 | 6.6 | -1.8 |
| CSc1cccc(NC(=O)C2C3C=CC4(O3)C2C(=O)N(CCC(C)C)C4C(=O)NC2CCCCC2)c1 (configuration not stated) | 7.0 | -0.1 | 11.8 | 0.2 |
| O=C1CC(Sc2ncccc2C(=O)O)C(=O)N1 (configuration not stated) | -18.4 | -0.1 | -3.8 | -0.4 |
| NCCNCCCCSc1ccc(Cl)cc1 | 36.8 | 0.2 | 14.5 | -1.1 |
| CCOc1ccc(-n2c(CNC(=O)c3ccccc3F)nnc2SCC(=O)N2N=C(c3cccs3)CC2c2ccc(OC)cc2)cc1 (configuration not stated) | -3.2 | 0.0 | -0.8 | 0.5 |
| CN(C)S(=O)(=O)c1ccc(NC(=O)CSc2nnc3c(n2)[nH]c2ccccc23)cc1 | 8.3 | 0.1 | -0.4 | 0.8 |

Next section.
| mol | MITF primary | FBW7 act | TEAD-YAP inh | GPR151 ag |
| --- | --- | --- | --- | --- |
| CCOc1ccc2nc(Nc3ncc(C(C)=O)c(C)n3)nc(C)c2c1 | 5.9 | -0.1 | 2.2 | -0.5 |
| COC(F)(C(=O)Nc1ccc(OC(F)(F)F)cc1)C(F)(F)F (configuration not stated) | 4.3 | 0.0 | -3.4 | 0.4 |
| O=C1N[C@H](CO)C(=O)N2CCN(Cc3cccc4cccnc34)C[C@H]12 | 8.2 | -0.1 | -4.4 | -1.3 |
| Cc1cccc(C)c1NC(=O)C(=O)NCC(c1ccc2c(c1)OCO2)N1CCN(C)CC1 (configuration not stated) | 1.5 | 0.3 | -5.9 | 0.1 |
| COc1ccc(-c2nc(N3CCC(C)CC3)nc3n[nH]c(N)c23)cc1 | 8.6 | 0.2 | -15.1 | -1.5 |
| CCOc1cc2[nH]c(=O)n(CCCCCC(=O)NCCOC)c(=O)c2cc1OCC | 21.0 | 1.1 | -2.0 | -1.2 |
| Cc1cc(Oc2coc3cc(OC(C)C(=O)OC4CCCCC4)ccc3c2=O)cc(C)c1Cl (configuration not stated) | 7.7 | 0.3 | -5.2 | 1.0 |
| CCOC(=O)c1ccc(OCC2CO2)cc1 (configuration not stated) | -2.3 | 0.0 | -10.2 | 1.2 |
| C/C=C(\C)C(=O)N1CC[C@@H]2[C@H](CCCN2Cc2cc(Cl)ccc2O)C1 | -5.9 | 0.0 | 2.8 | 0.8 |
| COc1cccc(-c2nnc3sc(NC(=O)C4CCCCC4)nn23)c1 | 14.2 | 0.1 | -1.5 | 3.8 |
| O=C(O)c1ccccc1C(=O)/C=C/c1ccc(F)cc1 | 0.5 | -0.1 | 5.0 | 0.3 |
| O=C(c1ccc([N+](=O)[O-])o1)N(Cc1cccnc1)c1nc2c(F)cc(F)cc2s1 | 11.9 | 0.6 | -8.6 | -0.4 |
| COC(=O)c1ccc(NC(=O)CSc2ccc3nnc(-c4ccccc4)n3n2)cc1 | -1.4 | -0.1 | 13.1 | -0.1 |
| O=S(=O)(c1ccc2ccccc2c1)N1CCCC(c2nc(-c3ccc(F)cc3)no2)C1 (configuration not stated) | -10.0 | -0.1 | 8.8 | -0.2 |
| CCCCNC(=O)C1CCN(S(=O)(=O)CCC)CC1 | 1.7 | 0.0 | -2.0 | 0.0 |
| CCN(CC)c1ccc2cc(C(=O)Nc3ccc(F)cc3)c(=N)oc2c1 | 6.9 | 0.1 | -14.3 | -2.2 |
| O=C(Nc1ccccc1C(=O)O)c1cc(S(=O)(=O)Nc2ccc(Br)cc2)ccc1Cl | 0.1 | 0.0 | 4.0 | 2.5 |
| COC(=O)COc1ccccc1/C=C1/NC(=O)N(Cc2ccc(Br)cc2)C1=O | -2.7 | -0.1 | 2.4 | -0.1 |
| Cc1cc(Cl)c(OCCN2CCOCC2)c(Cl)c1 | 61.1* | -0.2 | -7.4 | -0.6 |
| CNC(=O)c1cc2c(=O)n3cc(C)ccc3nc2n(C2CCCCC2)c1=N | 2.5 | 0.0 | 6.7 | 0.2 |
| O=C(Nc1c2c(nn1-c1ccc([N+](=O)[O-])cc1)CSC2)C1CC1 | -7.9 | 0.2 | -6.7 | -0.9 |
| C=Cc1ccc(Cn2c(C(=O)O)c(CNC3CCCc4ccccc43)c3ccccc32)cc1 (configuration not stated) | 9.7 | -0.1 | 12.8 | -0.4 |
| N/C(=N\c1nc2ccccc2o1)NC(=O)c1ccc([N+](=O)[O-])c(Cl)c1 | 9.2 | 0.0 | 4.7 | 0.4 |
| CCN(CC)S(=O)(=O)c1ccc(C(=O)NCc2nnc(SCC(=O)N3CCc4ccccc43)n2-c2ccc(F)cc2)cc1 | 1.9 | 0.0 | 2.9 | 0.9 |
